# SRC3 inh: inhibitors of human steroid receptor coactivator 3 (SRC3) | Q9Y6Q9 | inhibition, % at 3.6 µM | actives 0.17% (n = 360,000) | HEK293 GAL4-SRC3 luciferase reporter, luminescence;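 active means inhibition above a per-campaign cutoff, the mean of all compounds plus 3 SD, cut at about 60% in these data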;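 further: 0% = DMSO-treated cells and 100% = gossypol-treated cells at 36 µM; higher means less SRC3-driven luciferase light from the GAL4 reporter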
# Target sequence (Q9Y6Q9 whole entry, looked up, the tested form may be a part): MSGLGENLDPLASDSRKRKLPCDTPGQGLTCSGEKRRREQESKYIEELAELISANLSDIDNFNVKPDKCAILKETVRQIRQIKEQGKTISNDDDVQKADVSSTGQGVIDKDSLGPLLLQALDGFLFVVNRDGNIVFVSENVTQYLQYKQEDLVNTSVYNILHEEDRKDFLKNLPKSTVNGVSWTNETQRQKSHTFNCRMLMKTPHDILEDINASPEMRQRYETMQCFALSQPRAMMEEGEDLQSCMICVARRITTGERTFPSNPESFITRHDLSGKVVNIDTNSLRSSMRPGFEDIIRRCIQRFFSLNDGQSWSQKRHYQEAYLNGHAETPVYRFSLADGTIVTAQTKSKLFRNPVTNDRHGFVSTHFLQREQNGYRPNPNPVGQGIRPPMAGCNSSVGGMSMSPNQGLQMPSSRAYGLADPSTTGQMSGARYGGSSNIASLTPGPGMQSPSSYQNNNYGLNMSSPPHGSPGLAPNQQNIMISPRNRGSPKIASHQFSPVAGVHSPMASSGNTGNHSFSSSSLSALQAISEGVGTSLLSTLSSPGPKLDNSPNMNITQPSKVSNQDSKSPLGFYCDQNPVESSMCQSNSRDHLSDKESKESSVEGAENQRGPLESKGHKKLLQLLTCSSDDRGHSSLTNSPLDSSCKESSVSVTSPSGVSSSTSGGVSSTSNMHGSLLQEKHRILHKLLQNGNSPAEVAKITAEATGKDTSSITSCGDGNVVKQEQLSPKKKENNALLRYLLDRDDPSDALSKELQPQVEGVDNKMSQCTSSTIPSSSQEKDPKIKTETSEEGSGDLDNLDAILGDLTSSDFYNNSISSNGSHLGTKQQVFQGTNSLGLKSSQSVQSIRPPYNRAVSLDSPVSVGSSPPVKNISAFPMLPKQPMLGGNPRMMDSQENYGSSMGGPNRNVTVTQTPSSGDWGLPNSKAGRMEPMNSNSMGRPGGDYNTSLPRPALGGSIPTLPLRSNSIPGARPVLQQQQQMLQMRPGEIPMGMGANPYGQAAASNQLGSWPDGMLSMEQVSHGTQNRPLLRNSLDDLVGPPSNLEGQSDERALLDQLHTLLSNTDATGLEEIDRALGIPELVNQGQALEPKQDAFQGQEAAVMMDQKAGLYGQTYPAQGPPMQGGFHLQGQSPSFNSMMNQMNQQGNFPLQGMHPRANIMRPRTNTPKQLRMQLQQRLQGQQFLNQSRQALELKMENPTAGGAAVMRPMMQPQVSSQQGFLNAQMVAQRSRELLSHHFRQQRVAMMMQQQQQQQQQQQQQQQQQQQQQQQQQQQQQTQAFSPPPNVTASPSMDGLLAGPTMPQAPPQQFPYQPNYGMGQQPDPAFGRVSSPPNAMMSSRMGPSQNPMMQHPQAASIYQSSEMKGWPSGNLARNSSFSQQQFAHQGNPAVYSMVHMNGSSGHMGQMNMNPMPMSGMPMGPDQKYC
# NOD2-RIPK2 inh: NOD2-RIPK2 protein interaction inhibition | O43353 | CHO BLA complementation NOD2-RIPK2, CCF4 ratio | inhibition, % at 4.98 µM | actives 0.38% (n = 360,000) | AID 624267; in the data active means inhibition above about 21%;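 further: 0% = vehicle only and 100% = reference blocker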
# TROY signal inh: blocks TROY-dependent signaling in reporter cells; Q293 LMP1-TROYcd NF-kB luciferase reporter, 4 h; inhibition, % at 10 µM; actives 0.98% (n = 360,000);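 active means compounds whose plate-normalised and pattern-corrected inhibition of the luciferase reporter signal at the single screening dose is 50% or more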
# TWEAK-Fn14 inh: blocks TWEAK-Fn14 interaction in a reporter cell assay | TWEAK-stimulated Fn14 reporter cells, luciferase luminescence, 8 h | inhibition, % at 10 µM | actives 2% (n = 360,000) | AID 1159606; in the data active means inhibition above about 50%
# TLR9-MyD88 inh: inhibitors of human TLR9-MyD88 binding. CHO BLA complementation TLR9-MyD88, CCF4 FRET ratio. inhibition, % at 4.98 µM. actives 0.21% (n = 340,000);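 active means inhibition above the mean over all tested compounds plus 3 SD, cut at about 21% in these data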;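 further: 0% = DMSO only wells and 100% = clavulanate BLA inhibitor control wells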
# ABHD5-PLIN5 inh: blocks binding of human ABHD5 to perilipin-5; Q00G26+Q8WTS1; Split G. princeps luciferase complementation, luminescence, 4 h; inhibition, % at 4 µM; actives 0.78% (n = 360,000); AID 602281;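 active means inhibition above the mean inhibition across every tested compound plus 3 SD, cut at about 22% in these data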;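 further: 0% = DMSO only wells and the 100% control is not disclosed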
# LRH-1 inv ag: NR5A2 inverse agonism in reporter assay; HEK293T StAR-luciferase reporter, LRH-1 transfected, 24 h; inhibition, % at 3.6 µM; actives 0.13% (n = 360,000); AID 602396;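 active means inhibition above the mean inhibition of all tested compounds plus 3 SD, cut at about 73% in these data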;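 further: 0% = DMSO wells and 100% = reporter-only cells lacking LRH-1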
# NCOA1 inh: inhibits human SRC1 coactivator; Q15788; HEK293 GAL4-SRC1 luciferase reporter, luminescence; inhibition, % at 3.6 µM; actives 0.12% (n = 360,000); AID 588354;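 active means inhibition above the campaign mean plus 3 SD, with each screening campaign given its own cutoff, cut at about 60% in these data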;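 further: 0% = DMSO treated cells and 100% = gossypol at 36 µM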
# COUP-TFII inh: inhibitors of human COUP-TFII (NR2F2). P24468. inhibition, % at 8.6 µM. AID 686940. HEK293T NGFI-A luciferase reporter, luminescence. actives 0.7% (n = 370,000);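 active means inhibition above a per-plate cutoff, mean inhibition of test wells between control levels plus 3 SD, cut at about 38% in these data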;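 further: cells cotransfected with COUP-TFII expression vector driving the NGFI-A reporter; 0% = median of COUP-TF2 test wells and 100% = reporter-only cells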
# SRC2 inh: inhibits human steroid receptor coactivator 2. inhibition, % at 9 µM. Q15596. actives 0.17% (n = 370,000). HEK293 GAL4-SRC2 luciferase reporter, luminescence. AID 651957;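 active means inhibition above the mean inhibition of all tested compounds plus 3 SD, set per campaign, cut at about 52% in these data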;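 further: 0% = DMSO treated cells and 100% = cells given Gossypol at 36 µM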
# Exocytosis inh: lytic granule exocytosis inhibition; actives 0.66% (n = 360,000); AID 651702; inhibition, % at 10 µM; TALL-104 LAMP-1 surface exposure, flow cytometry; cells stimulated with thapsigargin and PMA;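 active means inhibition above about 55%, limit read from the data; inconclusive means no clear call, values can overlap the other calls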
# The depositor's hits bear a star; u = inconclusive; x = no result given.
SMILES,SRC3 inh,NOD2-RIPK2 inh,TROY signal inh,TWEAK-Fn14 inh,TLR9-MyD88 inh,ABHD5-PLIN5 inh,LRH-1 inv ag,NCOA1 inh,COUP-TFII inh,SRC2 inh,Exocytosis inh
N#CCCN(C(=O)CCl)c1cccc(Cl)c1,42.7,1.8,18.9,48.6,-1.9,5.2,29.3,32.9,17.6,44.9,-1.9
CCc1ccc(NC(=O)CCC(=O)Nc2nnc(C(C)C)s2)cc1,-8.6,3.9,-10.0,8.8,6.2,3.0,-5.4,-8.5,0.2,-6.9,-2.2
COc1ccc(C(=O)Nc2nc(C)cs2)cc1S(=O)(=O)N1CCOCC1,16.9,-2.2,5.1,4.8,-1.6,-1.4,-16.2,10.2,-6.7,13.5,-2.2
O=Nc1c(O)n(Cc2ccc(Cl)c(Cl)c2)c2ccccc12,12.7,34.0*,27.7,18.0,28.0*,-14.6,-10.9,8.1,32.4,-8.9,4.3
CCOC(=O)/C(C#N)=C/Nc1ccccc1OC(F)(F)F,1.5,-14.9,-8.3,-3.5,x,-2.1,13.4,-10.4,3.6,-21.9,-7.5
Cc1ccc(CSC(Nc2ccc(F)cc2)=C(C#N)C#N)cc1,33.1,-8.3,47.8,52.7*,-12.9,2.3,58.6,14.0,32.1,41.6,-11.0
O=S(c1ccccc1)C(c1ccccc1)c1ccccc1 (stereo not given),8.0,-8.4,-5.4,1.5,-1.6,3.8,11.6,9.0,1.6,9.8,8.4
CCOC(=O)c1cc(-c2ccccc2)sc1NC(=O)CN1C(=O)c2ccccc2C1=O,-1.8,4.2,-8.1,-6.3,5.8,2.2,25.7,-6.9,-2.6,-23.1,-1.1
CCOc1ccc(C(=O)NC(=S)Nc2cccnc2)cc1[N+](=O)[O-],2.9,-10.8,-42.7,-17.7,-3.0,0.0,0.3,-13.2,20.3,-16.1,-0.9
Cc1ccc(NNC(=O)c2c(F)cccc2Cl)cc1Cl,10.7,-1.2,-17.0,-9.3,-13.2,0.5,8.3,-7.0,8.2,-4.3,14.3
O=C(/C=C/c1ccccc1)NNC(=O)c1cccs1,-17.0,-10.8,-12.9,22.9,-0.7,-4.3,-17.4,-11.0,5.4,2.5,-8.5
CCc1ccccc1NC(=O)CN(C)C(=O)COC(=O)c1c(Cl)cccc1Cl,15.4,1.7,-2.9,-0.3,-2.3,7.6,-9.7,2.6,11.2,-2.7,-3.1
C/C(=N\Nc1cc(Cl)nc(C)n1)c1ccc(C)cc1,5.5,-5.7,-13.6,-20.4,4.1,-5.0,-9.4,-11.7,-8.0,-11.8,-0.9
C#CCOCCOCCOCCNc1nc(N2CCN(C(=O)CCCCCCCCCCNC(=O)[C@H](CCCCN)n3cc(C)nn3)CC2)nc(N2CCN(C(=O)CCCCCCCCCCNC(=O)[C@@H]([C@H](C)CC)n3cc(CCCCCN)nn3)CC2)n1,13.1,50.4*,31.2,-71.2,22.9*,45.0*,4.7,-2.9,x,x,-4.9
COc1cc(/C=N/NC(=S)NCc2ccccc2)ccc1OCC#N,3.1,-0.8,15.7,-30.6,1.7,8.1,10.6,-0.5,-3.0,-28.3,-3.7
CC(C)C(C(=O)NCC1CCCO1)N(Cc1ccco1)C(=O)CNS(=O)(=O)c1ccccc1 (stereo not given),6.2,7.7,-12.6,-4.6,4.5,5.8,14.2,-17.4,3.0,-22.2,6.5
CCOc1ccc(CN2C(=O)c3ccccc3C2=O)cc1C(=O)Nc1nnc(SCC)s1,3.2,-1.1,10.6,-57.5,-0.1,3.0,-10.1,-6.4,7.0,6.0,1.5
O=C(/C=C/[C@H]1O[C@@H](n2ccc(=O)[nH]c2=O)[C@H](O)[C@@H]1O)NCCN1CCOCC1,-3.4,3.0,1.0,5.4,x,2.8,-16.3,11.6,-12.2,-13.4,-1.1
Cc1ccc(-c2nnc(C)c(N3CCOCC3)n2)cc1,12.3,2.5,12.8,-8.9,5.0,-2.3,13.6,2.4,-5.1,-27.9,-0.7
CC(C)c1c(C(=O)N/N=C/c2cccc(OCc3ccc(F)cc3)c2)nnn1-c1nonc1N,-14.4,7.3,52.7*,48.9,-2.2,-3.3,-4.4,-12.1,-12.3,-7.1,2.8
COc1ccccc1NS(=O)(=O)c1cccc(C(=O)N/N=C(\C)c2ccncc2)c1,-4.6,-7.3,-0.1,11.2,1.4,-18.8,-19.5,-3.6,0.1,5.4,-5.2
CCOC(=O)c1ccc(CNC(=O)CSc2nnc(-c3ccncc3)o2)cc1,-1.6,-9.2,-2.9,2.9,8.0,3.5,9.2,0.2,-10.0,-23.7,-5.7
O=C(NCc1ccccc1)c1ccc(CNc2c(N3CCCC3)c(=O)c2=O)cc1,18.1,2.9,7.4,3.9,2.0,7.0,2.4,13.7,-2.5,7.5,0.8
CCCCN(c1ccccc1)c1ncnc(N)c1[N+](=O)[O-],63.4*,-2.6,36.4,82.9*,1.3,5.5,24.3,60.9*,51.6*,57.0*,2.3
CCc1cccc(C)c1NC(=O)c1cc(-c2ccncc2)nc2ccccc12,0.3,-5.6,-4.7,-26.3,4.3,6.0,11.8,-3.5,-6.1,14.2,-3.1
Cc1cc(C)c2c(CN3CCOCC3)cc(=O)oc2c1C,-4.9,-0.2,-17.1,-14.5,7.0,3.1,-2.9,-5.0,-2.7,3.4,-5.0
C[C@@]12C(=O)N(c3ccccc3)C(=O)N1[C@@H]1c3ccccc3OC[C@@H]1[C@H]2c1ccccc1,15.0,-6.8,14.4,8.1,1.2,-4.9,20.4,-2.1,7.1,-8.5,-10.4
Cc1ccc(NC(=O)COc2ncnc3sccc23)cc1S(=O)(=O)N(C)C,7.9,3.9,7.1,-8.7,-8.9,1.0,-18.7,-20.6,-18.1,-1.1,-2.8
O=C(CSc1nnc2scc(-c3ccc(Cl)cc3)n12)NCc1ccco1,0.2,-5.6,-15.3,20.4,8.7,2.9,-6.4,-5.5,7.3,-6.5,-1.5
C=CCSc1nc(N)c(C#N)c(-c2ccccc2)c1C#N,-6.2,6.5,13.4,-32.8,3.2,-5.7,39.6,-19.6,-13.6,3.5,-0.3
O=c1[nH]c(C2CCCN(S(=O)(=O)c3cccc(F)c3)C2)nc2c1nnn2Cc1ccccc1 (stereo not given),-4.7,5.9,3.4,6.2,-0.8,-7.5,-15.5,-22.1,-13.3,3.5,29.6
COc1ccc(CN(C#N)c2nc(C)cc(C)n2)cc1,-17.4,9.4,-22.8,5.6,-1.0,-2.6,-7.5,2.9,6.7,11.3,3.6
COc1ccc(N2CCN(CC(=O)NC(=O)NC(C)(C)C)CC2)cc1,7.4,5.3,3.6,-2.6,0.1,-2.2,11.8,-11.9,-3.2,-30.2,-2.3
CCOc1ccc(OCCC(=O)NNC(=O)c2ccncc2)cc1,-0.3,-2.5,-1.2,-0.8,-5.7,0.3,13.3,-2.9,4.4,-21.1,-5.3
CCOc1ccc(S(=O)(=O)N2CCN(C(=S)NCc3ccccc3)CC2)cc1,14.0,-7.6,9.2,4.5,-1.6,3.7,4.9,4.9,-6.9,11.2,13.0
O=C(CNc1ccccc1F)Nc1cccc(S(=O)(=O)N2CCCCC2)c1,-15.7,-4.2,-2.7,6.2,3.9,3.6,21.1,-0.3,-7.7,6.6,0.1
COc1ccc(-n2c(COc3ccccc3)n[nH]c2=S)cc1,15.3,-14.7,-21.1,11.1,4.9,-16.8,6.3,-18.1,0.9,25.3,-9.9
O=C(O)C1CCN(c2c([N+](=O)[O-])cc(C(F)(F)F)cc2[N+](=O)[O-])CC1,-2.5,0.7,8.7,-2.9,-4.7,7.8,7.2,1.6,11.5,-10.7,-2.5
O=C(CSc1nnnn1-c1ccc(F)cc1)Nc1nc2ccccc2s1,0.6,1.3,9.2,-11.5,-7.2,3.1,1.9,-14.2,-6.2,-26.6,4.3
O=C(NCC1CCCCC1)c1cccc(S(=O)(=O)N2CCCC2)c1,-18.3,-11.5,2.6,-1.9,-7.7,-1.8,-2.1,0.9,-2.5,21.7,7.3
CCOC(=O)c1ccc(NC(=S)N(CCN2CCCCCC2)Cc2cccs2)cc1,9.3,-7.2,-2.4,13.7,6.5,-4.6,-13.2,14.1,11.5,-5.8,19.5
CCC(=O)Oc1ccc(/C(CC)=C(\CC)c2ccc(OC(=O)CC)cc2)cc1,13.2,-6.4,23.6,-2.6,2.5,-4.2,17.0,4.8,-4.3,-12.7,-1.8
C=CCC1NS(=O)(=O)O[C@H](CCCC)[C@@H]1O (stereo not given in full),6.2,6.1,2.7,-9.2,-1.0,3.4,-6.9,-3.3,-22.7,-7.4,26.9
O=c1oc(CCO)cc2ccc(C#Cc3ccsc3)cc12,-88.8,-0.5,-76.0,-48.0,-6.7,7.2,-169.1,-100.7,-16.1,-31.8,-8.6
Clc1ccc(-c2csc3ncnc(Cl)c23)cc1,-6.3,4.4,5.9,-13.9,1.0,-0.6,-28.3,-6.7,-11.9,-0.3,-1.2
Cc1nnc(NC(=O)CCC(=O)N2CCN(S(=O)(=O)c3cc([N+](=O)[O-])ccc3C)CC2)s1,2.6,4.5,6.5,-10.9,-3.6,3.8,-8.0,2.0,-6.7,-12.7,2.4
Cc1ccc2c(c1)cc(CN(Cc1cccnc1)C(=O)c1ccccc1)c1nnnn12,7.2,2.1,-9.7,3.1,-9.6,2.7,-8.0,-38.3,8.2,4.6,5.9
CCOC(=O)CCCNC(=O)CCNC(=O)c1ccc(OCC(C)C)cc1,20.3,-2.5,-2.5,-15.1,-11.6,-2.5,-11.5,-3.5,-8.1,10.8,5.2
Cc1cc(C)n(C(=O)c2ccc(NC(=O)C3COc4ccccc4O3)cc2)n1 (stereo not given),-10.5,-3.0,4.3,-8.4,-3.3,-6.8,-13.8,-8.3,4.0,-3.9,-3.2
CCN(CC(=O)Nc1ccc(N2CCOCC2)cc1)C(=O)COc1ccccc1OC,-2.7,-9.4,-21.2,-11.7,6.5,0.2,-11.8,-1.9,-8.4,-28.0,3.3
O=C(O)Cc1ccc(C(=O)c2ccc(F)cc2)s1,26.5,-2.8,-20.7,-15.7,-3.0,-2.2,2.6,-3.2,6.2,5.2,3.8
CC(=O)c1cccc(NC(=O)CSc2n[nH]c(=O)n2C2CC2)c1,12.1,-14.8,-11.6,-4.2,1.9,-5.1,12.0,-32.8,3.7,-5.9,23.9
CC1CCc2nn(CC(=O)NCc3ccc(F)cc3)cc2C1 (stereo not given),9.9,-10.3,-6.8,9.6,-3.7,5.4,13.3,3.0,17.8,-12.2,-4.0
O=C(COc1ccc2ccccc2c1Br)Nc1cccnc1,-87.3,-0.2,-19.7,-13.1,-4.0,-4.2,-105.7,-42.5,-6.8,-38.1,-2.6
Cc1noc(-c2ccccc2)c1NC(=O)Nc1ccccc1,6.4,-0.2,-2.6,1.8,5.4,-2.8,-0.7,7.5,-7.5,-2.0,-7.2
CC(=O)c1ccc(NC(=O)CN2CCN(CC(=O)Nc3ccc(C(C)=O)cc3)CC2)cc1,3.1,-11.2,-4.6,-19.1,3.4,-1.6,12.4,13.0,5.2,-22.0,u

# Some of the compounds tested; rates above refer to the full screens.
